Mito fusion act = mitochondrial division inhibition or fusion activation; S. cerevisiae fusion-defective mutant growth rescue, CellTiterGlo 48 h; Potency, µM (doses to about 46.1 µM), without a hit: at the top dose growth rescue (activation), usual class: activators; actives 0.23% (n = 320,000); AID 485298;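 further: potency means the concentration at half of the fitted maximal effect; % of control where 0% means no effect; nearly all actives have a fitted effect of over 45% in size; temperature-sensitive fusion mutants such as fzo1-1 at 37 °C on non-fermentable ethanol glycerol medium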
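Luminescent cell viability in 1536-well qHTS format served as the measure of rescued growth in ts fusion-mutant S. cerevisiae cultured on non-fermentable YPEG for 48 hours at 37C.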
Eya2 phos inh = blocks the phosphatase activity of human Eya2; O00167; recombinant Eya2, OMFP fluorescence dephosphorylation (OMFP is methylfluorescein phosphate); Potency, µM (titrated, usually from 76.9 µM), without a hit: top-dose activity, negative = inhibition, hits mostly inhibitors; actives 0.006% (n = 330,000); further: potency means the concentration at half of the fitted maximal effect; on the % scale 0 is the no-effect control and ±100 the full control effect
Target sequence (O00167 whole entry, looked up): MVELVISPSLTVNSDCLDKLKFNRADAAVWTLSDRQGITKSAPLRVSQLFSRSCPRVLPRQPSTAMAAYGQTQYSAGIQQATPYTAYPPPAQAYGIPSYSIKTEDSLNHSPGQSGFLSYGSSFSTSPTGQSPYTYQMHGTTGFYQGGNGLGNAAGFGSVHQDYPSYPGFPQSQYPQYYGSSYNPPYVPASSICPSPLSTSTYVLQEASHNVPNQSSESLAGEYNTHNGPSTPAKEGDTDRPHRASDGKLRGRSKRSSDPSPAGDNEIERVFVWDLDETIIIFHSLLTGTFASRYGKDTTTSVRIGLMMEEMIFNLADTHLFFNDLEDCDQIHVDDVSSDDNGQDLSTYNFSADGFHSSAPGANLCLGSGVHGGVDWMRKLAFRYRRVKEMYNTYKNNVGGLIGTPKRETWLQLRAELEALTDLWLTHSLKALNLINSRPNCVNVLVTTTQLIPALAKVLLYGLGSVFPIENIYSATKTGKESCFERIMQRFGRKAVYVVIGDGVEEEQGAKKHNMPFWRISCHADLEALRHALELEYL
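Eya2 (0.2 uM) preincubated 10 min at ambient with compound, then OMFP substrate added at 50 uM; 10 min reaction in 50 mM HEPES pH 7.5, 50 mM NaCl, 5 uM MgCl2, 0.05% BSA, 1 mM DTT. Fluorescence read at Ex 485/Em 525 nm.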
Chronic BCR inh = blocks chronic active B-cell receptor signaling. actives 0.05% (n = 340,000). Potency, µM (doses to about 46.1 µM), for inactives: top-dose ratio change, negative = lower green/red ratio, hits mostly inhibitors. AID 493014. ABC-DLBCL IkBa-CBG/CBR reporter, luminescence ratio, 4 h; active means well fitted inhibition curve with a large enough effect in the signal ratio, with a control signal flat, not every such curve was filed as active; inconclusive means small, poorly fitted or top-dose-only effect, or effect the other way, or a change in a side signal; the % refers to the signal ratio;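 further: potency means the concentration at half of the fitted maximal effect; plate controls were basal doxycycline-induced cells for no effect and cells given 10 µM MG132 for full effect; MG132 reads +100%, hits lower the ratio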
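TMD8 ABC-DLBCL cells carrying doxycycline-inducible green luciferase fused to IkappaBalpha plus unfused red luciferase were exposed to compounds (up to 46 uM) for 4 hrs at 37C. Activity came from the overlap-corrected green/red luminescence ratio.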
AT treatment = candidate therapy for ataxia-telangiectasia | actives 0.19% (n = 320,000) | […] A-T fibroblasts, KAP-1 phosphorylation AlphaLISA; neocarzinostatin DNA damage 30 min before lysis | Potency, µM (titrated, usually from 57.5 µM), inactives show at the top dose activation, usual class: activators; further: potency means the concentration at half of the fitted maximal effect; % of control where 0% means no effect; nearly all actives have a fitted effect of over 45% in size
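hTERT-immortalized A-T patient fibroblasts ([…]), 500 cells/well in OPTI-MEM, 1% FBS, got compounds for 60 min, then NCS for 30 min at 37C. Lysates were then assayed for phospho-KAP-1 by AlphaLISA (anti-pKAP1 donor, anti-KAP1 acceptor beads), 6 hr at 25C.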
ASM inhibitor = inhibitors of human secretory acid sphingomyelinase; P17405; placental ASM, HMU-PC fluorogenic substrate, 60 min; Potency, µM (highest dose often 57.5 µM), for the others: at the top dose activity change, negative = inhibition, hits mostly inhibitors; actives 0.006% (n = 340,000); AID 504937; further: potency means the concentration at half of the fitted maximal effect
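qHTS format. ASM enzyme prepared from human placenta hydrolyses the fluorogenic substrate HMU-PC0 (9 uM final) over 60 min at 37 °C after a 10 min compound preincubation.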
PTAP TSG101 blk = blocks PTAP/TSG101 interaction to inhibit HIV-1 budding | Q99816 | Fluorescence polarization, FITC-PTAP peptide / Tsg101 binding | Potency, µM (top dose mostly 115 µM), for the others: top-dose activity change, negative = inhibition, actives largely listed as inhibitors | 340,000 tested, under 10 active | AID 493005; active means well fitted inhibition curve with a large enough effect in the main read-out, with a control signal flat, not every such curve was filed as active; inconclusive means small, poorly fitted or top-dose-only effect, or effect the other way, or a change in a side signal; inactive means no such curve, though single readings can be large or run the other way; further: potency means the concentration at half of the fitted maximal effect; % of control where 0% means no effect
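Tsg101 binding domain (10 uM final) was mixed with compound and a FITC-labeled PTAP peptide (50 nM final) in HEPES pH 7.5 buffer with NaCl, Tween 20, EDTA and TCEP; fluorescence polarization was read after 20 min at r.t.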
ELG1 repair inh = inhibitors of ELG1-dependent DNA repair in HEK293T cells | HEK293T ELG1-luciferase reporter, luminescence, 16 h; DNA damage induced by 5-fluorouridine | Potency, µM (doses to about 46.1 µM), inactives show top-dose activity change, negative = inhibition, usual class: inhibitors | actives 2.3% (n = 330,000) | AID 504467; further: potency means the concentration at half of the fitted maximal effect; on the % scale 0 is the no-effect control and ±100 the full control effect; nearly all actives have a fitted effect of over 55% in size
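Cells (2,000 per well) received 5-fluorouridine plus test compound or DMSO and were incubated 16 hr at 37 °C, 5% CO2. Luciferase activity was read by luminescence 30 min after ONE-Glo addition; signal suppression marked inhibition of damage-induced ELG1 function.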
TSHR antag = human thyrotropin receptor antagonism; P16473; TSHR-expressing cells, TSH-stimulated cAMP HTRF, 2 h; stronger effect = lower value; activity change, negative = inhibition, % at 11.5 µM; actives 0.2% (n = 330,000); AID 504810;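 active means activity change below a set negative limit, meaning inhibition stronger than a set level, cut at about -70% in these data; inconclusive means activity change between two set negative limits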; further: on the % scale 0 is the no-effect control and ±100 the full control effect
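Cell-based HTRF cAMP assay; TSHR cells + compound, TSH EC80 (4nM final), 2 h, 37 deg C. Lysis with anti-cAMP cryptate and cAMP-d2, 30 min RT, read 665/620 nm.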
Tb PFK inh = blocks T. brucei phosphofructokinase | AID 485367 | Potency, µM (titrated, usually from 57.5 µM), for the others: top-dose activity, negative = inhibition, hits mostly inhibitors | T. brucei PFK, ADP-Glo luminescence | O15648 | actives 0.17% (n = 330,000);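 further: potency means the concentration at half of the fitted maximal effect; 0% = uninhibited 1x PFK enzyme wells and -100% = no-enzyme wells; nearly all actives have a fitted effect of over 60% in size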
Target sequence (O15648 whole entry, looked up): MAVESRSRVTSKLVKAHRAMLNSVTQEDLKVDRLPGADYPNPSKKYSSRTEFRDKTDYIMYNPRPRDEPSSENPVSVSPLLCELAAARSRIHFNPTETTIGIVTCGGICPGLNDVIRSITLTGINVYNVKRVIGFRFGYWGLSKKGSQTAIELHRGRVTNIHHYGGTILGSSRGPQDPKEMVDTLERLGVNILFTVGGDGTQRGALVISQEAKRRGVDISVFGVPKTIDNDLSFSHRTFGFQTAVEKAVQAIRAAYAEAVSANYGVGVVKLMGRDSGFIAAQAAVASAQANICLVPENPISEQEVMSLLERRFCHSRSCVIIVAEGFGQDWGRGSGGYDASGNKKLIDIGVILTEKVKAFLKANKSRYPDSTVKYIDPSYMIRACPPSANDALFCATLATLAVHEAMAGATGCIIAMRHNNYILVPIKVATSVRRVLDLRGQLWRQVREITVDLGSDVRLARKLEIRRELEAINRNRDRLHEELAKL
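PFK 1.25 nM, F6P 0.5 mM, ATP 0.1 mM, 0.1 M TEA pH 8.0, 5 mM MgCl2, 0.01% Tween20, 0.1% BSA; 45 min RT. ADP-Glo readout. qHTS titration up to 57 uM; curves fitted, compounds curve-classed.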
Integrin act MD = activates integrin-mediated alleviation for muscular dystrophy; Potency, µM (titrated, usually from 38.3 µM), for the others: top-dose activation, actives largely listed as activators; AID 624291; actives 0.064% (n = 350,000); alpha7betagal myoblasts, beta-gal FDG fluorescence, 48 h;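 further: potency means the concentration at half of the fitted maximal effect; 100% = response of the positive control SU9516; nearly all actives have a fitted effect of over 60% in size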
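Alpha7betagal+/- myoblasts (passage 13) were plated 16-24 hr, then exposed to compounds (1:260 dilution of DMSO stock) for 48 hours at 37C. After MPER lysis, β-galactosidase reporter activity was read as FDG fluorescence (ex 480/em 540) after 30 minutes.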
TCR act = activators of T cell receptors. primary human leukocytes, anti-CD3, IL-2 HTRF, 48 h. Potency, µM (highest dose often 9.22 µM), for inactives: at the highest dose activation of IL-2 secretion, hits mostly activators. 330,000 tested, under 10 active; further: % of control where 0% means no effect
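Compounds are tested in HTS on primary human leukocytes co-incubated with a-CD3 beads for 48 hr. IL-2 output is measured by time-resolved FRET.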
An asterisk follows results filed as active; ? = inconclusive; · = no result given; [ ] = dose if it differs, or a comment. Unless noted, the call rests on the fitted dose curve; in most records, active means well fitted curve in the direction sought with a large enough effect; inconclusive means small, poorly fitted or top-dose-only effect, or another doubt; inactive means no such curve, though single readings can be large; an effect the other way counts as inactive or inconclusive. Compounds as they come; about 3.2% have a hit in one of these screens.

SMILES | Mito fusion act | Eya2 phos inh | Chronic BCR inh | AT treatment | ASM inhibitor | PTAP TSG101 blk | ELG1 repair inh | TSHR antag | Tb PFK inh | Integrin act MD | TCR act
CCCCC1CC(CSC(=N)N)OC1=O (stereo not drawn) | -1% | 21% | ? | 4% | 2% | -6% | -27% | 20 | 0% | -28% | -9%
COc1cccc(NC(=O)CN2C(=O)C3(OCCCO3)c3ccccc32)c1 | -3% | 9% | ? | 3% | -3% | 0% | -10% | 7 | -2% | -10% | 6%
Cc1ncc(CN2CCN(CCC(C)C)C(CCO)C2)s1 (stereo not drawn) | 6% | 17% | 3% | 8% | 2% | -3% | -2% | 2 | -2% | -9% | 3%
Cc1c(N=C2NC(=O)C(CC(=O)Nc3ccc(Cl)cc3)S2)c(=O)n(-c2ccccc2)n1C (stereo not drawn) | 2% | 11% | 0% | · | -2% | -2% | 1% | 27 | -18% | 12% | 0%
Cc1ccccc1OCC(=O)NCCNC(=O)c1ccccn1 | 5% | 13% | -8% | -2% | 7% | -3% | 2% | 13 | 3% | -12% | 10%
COc1cccc(CN2CC(C(=O)NCCCCc3ccccn3)CCC2=O)c1 (stereo not drawn) | -1% | 4% | -1% | 9% | 1% | · | -11% | -9 | -1% | 24% | -4%
Cn1cccc1/C=C(/C#N)C(N)=S | 1% | -5% | 1% | -14% | -7% | -5% | -24% | 2 | -10% | -10% | -12%[46.1 µM]
COc1cc(/C=N/NC(=O)c2c(-c3ccccc3)noc2C)cc(OC)c1OC | -4% | -2% | ? | 6% | 4% | -1% | -33% | 7 | -2% | -2% | 5%
Cc1cccc(NC(=O)c2cc(S(=O)(=O)N3CCCCC3)c[nH]2)c1C | 4% | -7% | ? | 2% | 3% | -1% | 0% | 5 | -1% | 2% | 1%
Cc1nn(C2CCS(=O)(=O)C2)c2nc(C3CC3)cc(C(=O)Nc3ccc(C(N)=O)cc3)c12 (stereo not drawn) | 1% | -6% | 0% | · | -3% | -2% | -5% | 28 | -15% | -1% | 1%
Cc1ccoc1C(=O)N1CCN(C(=O)c2occc2C)CC1 | 9% | 1% | ? | -1% | 1% | 0% | 5% | 9 | -5% | -11% | 1%
Cc1nc2ccc(NC(=O)NCCO)cc2s1 | 2% | -26% | -50% | 4% | 13% | 0% | ? | 0 | 1% | 18% | 3%
Cc1ccccc1COC(=O)CN1C(=O)NC2(CCCC2)C1=O | 3% | 2% | 2% | 6% | 3% | -3% | 10% | -7 | -5% | -8% | -2%
c1ccc(-c2ccc(C3CCCN3)cc2)cc1 (stereo not drawn) | -27% | -15% | 5% | 11% | -2% | -2% | ? | 3 | 0% | 0% | 0%
c1ccc(N(c2ccccc2)c2nc(N3CCCC3)nc(-n3ccnc3)n2)cc1 | 2% | -1% | 0% | 20% | ? | -2% | ? | 0 | 0% | -62%[inhibitor] | 6%
CS(=O)(=O)c1ccc2nc(NC(=O)Nc3ccccc3F)sc2c1 | 1% | 0% | ? | 3% | 4% | 2% | ? | 40 | 1% | 10% | -3%
CN1CCN(C(=O)CCN2C(=O)/C(=C/c3cccc(Br)c3)SC2=S)CC1 | 8% | 22% | -15% | -14% | -8% | -1% | 1% | 10 | 2% | -50%[inhibitor] | 8%
CCCn1nc(C(=O)OCc2nc(N)nc(Nc3ccccc3C)n2)c2ccccc2c1=O | 8% | 25% | -1% | -2% | -4% | -2% | -6% | 11 | 0% | -14% | -1%
CC(C)NC(=O)NC(=O)CSc1ncccn1 | -2% | 0% | 6% | 0% | 7% | -5% | 14% | 6 | -3% | ? | -3%
CC(CCCC(C)(C)O)NC(=O)c1ccc(OC2CCN(C(=O)C3CC3)CC2)cc1 (stereo not drawn) | -3% | 7% | 0% | 0% | -1% | 0% | -3% | 13 | -4% | -14% | 2%
CCC(CC)NC(=O)c1oc2ccccc2c1COc1ccccc1 | 6% | -8% | ? | 19% | -10% | -1% | ? | -12 | 7% | -15% | -3%[46.1 µM]
Cc1ccc(CN2CCN(Cc3ccc4ncccc4c3)CC2CCO)cc1 (stereo not drawn) | 7% | -12% | -11% | 4% | 1% | 1% | -14% | 6 | -2% | -52%[inhibitor] | 1%
COc1cc2c(cc1OC)-c1cc3ccc(OC)c(OC)c3c[n+]1CC2 | 21% | -1% | 7% | 4% | -20% | -1% | -1% | 1 | -8% | · | -1%
COc1ccc(NC(=O)CSC2=C(C#N)C(c3ccco3)C3=C(CCCC3=O)N2)c(OC)c1 (stereo not drawn) | 9% | -1% | ? | -5% | 13% | -12% | -18% | 7 | 1% | -30% | -60%
Nc1nonc1-n1nnc(C(=O)N/N=C/c2ccc(Br)cc2)c1CN1CCOCC1 | 0% | -14% | 13% | 2% | -1% | 0% | 1% | -7 | 1% | 7% | 13%

Continuation.
SMILES | Mito fusion act | Eya2 phos inh | Chronic BCR inh | AT treatment | ASM inhibitor | PTAP TSG101 blk | ELG1 repair inh | TSHR antag | Tb PFK inh | Integrin act MD | TCR act
COc1ccc(OC)c2sc(NNC(=O)COc3ccccc3)nc12 | 0% | 6% | -2% | -2% | 0% | 2% | 5% | 3 | 3% | -4% | 0%
Cc1ccccc1CNC(=O)CCCC(=O)n1nc(C)c2ccccc21 | 3% | 5% | -4% | -3% | -1% | -2% | -8% | 25 | 3% | 15% | -2%
O=[N+]([O-])c1ccccc1OCCCN1CCOCC1 | -1% | -17% | ? | 0% | -1% | -9% | ? | 43 | 0% | -8% | -1%
COC(=O)C(CC(=O)c1ccc(C)cc1)n1nc(C)cc1C (stereo not drawn) | -2% | 4% | 3% | 1% | -1% | -6% | 15% | -2 | -2% | ? | ·
CN(Cc1ccccc1)C(=O)NC1CCCCC1 | 3% | -2% | 7% | -2% | 1% | -6% | 14% | 30 | -5% | -21% | -1%[46.1 µM]
CN(Cc1ccccc1)Cc1nc2c([nH]1)c(=O)n(C)c(=O)n2C | -2% | -17% | 5% | 2% | 3% | -5% | ? | 0 | -2% | 5% | -4%[46.1 µM]
OCCOCCOCCn1c2ccccc2c2ccccc21 | 2% | 10% | 1% | 8% | 7% | -4% | -7% | -9 | -7% | -8% | 1%
O=C(C1CC(=O)N(c2ccc3c(c2)OCCO3)C1)N1CCN(Cc2ccccc2)CC1 (stereo not drawn) | -5% | 2% | -7% | 5% | 2% | -6% | 12% | -5 | -1% | 0% | ·
CCOC(=O)C(C)Sc1ncc(OC)c(Sc2ccc(Cl)cc2)n1 (stereo not drawn) | -2% | -9% | 17% | 0% | -4% | -9% | 2% | -5 | -8% | -8% | -3%
O=C(Nc1ccncc1)c1ccc2ncsc2c1 | 0% | -15% | ? | 1% | 5% | -5% | 16% | 6 | 4% | 33% | 6%
O=C1CC(N2CCC(O)CC2)C(=O)N1c1ccc(Br)cc1 (stereo not drawn) | -16% | -7% | 1% | 1% | -1% | 0% | 2% | 2 | 0% | 7% | 9%
OCCN(CCO)CC(O)COCCC12CC3CC(CC(C3)C1)C2 (stereo not drawn) | -6% | -2% | ? | -1% | 4% | 0% | 10% | 19 | 2% | 11% | -9%
CC(=O)Nc1c(C(=O)O)oc2ccccc12 | 9% | 19% | 4% | 3% | 3% | -9% | -1% | 10 | 4% | 16%[7.66 µM] | 6%
NC(=S)N/N=C/c1ccc(-c2cc(Cl)cc(Cl)c2)o1 | 24% | · | · | · | 29% | 0% | · | · | · | 18% | 8%
O=c1[nH]c(C2CCCN(S(=O)(=O)c3ccccc3)C2)nc2c1nnn2Cc1ccccc1 (stereo not drawn) | 1% | ? | 16% | -1% | -13% | -7% | ? | -4 | -2% | -16%[7.66 µM] | -3%
Cc1onc(-c2ccccc2)c1C(=O)N/N=C/c1c[nH]c2ccccc12 | 7% | -21% | ? | 6% | -6% | -1% | ? | -9 | -2% | -57%[inhibitor] | -9%
CCC(=O)N(c1ccc(F)cc1)C1C=CS(=O)(=O)C1 (stereo not drawn) | 0% | 3% | -2% | 2% | 3% | -8% | -11% | 25 | -4% | -12% | -4%

Screening data from PubChem.
